MRP resist rev: MRP-mediated drug resistance reversal. H69AR cells + 2 uM doxorubicin, CellTiter-Glo, 72 h. differential viability (reversal), % at 10 µM. 0.04% of 85,000 active. AID 602;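 active means viability drop by adding the cancer drug above about 55%, with treated viability meeting a 40% cutoff, limit read from the data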;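 further: viability without doxorubicin minus viability with 2 µM doxorubicin for each compound; larger differential means the compound sensitizes cells more to doxorubicin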
PLAP inhibition: PLAP enzyme inhibitors, biochemical, luminescence, HTS (AID 690) | purified PLAP, luminescent substrate; higher % means a stronger effect | 0.08% of 96,000 active | inhibition, % at 20 µM; hits with a dose series show IC50 in µM; in the data active means a potency from the dose series; inactive means the rest, 99 in 100 with inhibition below about 30%; further: strong numbers were not always called active
Bcl-B TR3 displacers: displacers of TR3 peptide from Bcl-B, primary screen, selectivity assay for Bfl-1 inhibitor project, biochemical, fluorescence polarization | FP displacement of FITC-TR3 peptide from Bcl-B; higher % means a stronger effect | displacement, % at 20 µM; hits with a dose series show IC50 in µM | 0.11% of 96,000 active;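 active means displacement above 50% at 20 µM plus a fluorescence interference ratio under 1.5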;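 further: plate controls were wells without compound for no effect and wells lacking Bcl-B protein for full effect; a part of the inactive calls stands beside numbers as strong as those of hits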
IL1B NFkB pot: enhances IL-1B driven NFkB nuclear translocation | HUVEC IL-1B NFkB p65 nuclear translocation imaging | activation, % at 2 µM | 0.3% of 94,000 active | AID 819;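 active means activation above 40%, about the mean plus 3 SD, also judged a hit on visual image review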;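 further: percent activation is computed from the nuclear over cytoplasmic p65 intensity ratio; values of inactives mirror those of a sister screen read the other way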
IL1B NFkB inh: blocks IL-1B driven NFkB nuclear translocation in HUVEC cells | inhibition, % at 2 µM | 0.43% of 94,000 active | HUVEC IL-1B NFkB p65 nuclear translocation imaging;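 active means inhibition above about 30% together with a positive call from visual inspection of the well image, limit read from the data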;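 further: nuclear over cytoplasmic p65 intensity ratio measured by imaging; 0% = IL-1B stimulated DMSO wells and 100% = unstimulated DMSO wells; values of inactives mirror those of a sister screen read the other way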
MRP resist rev cytotoxicity: further read-out of MRP resist rev, marked with its call; viability, %; H69AR cells, CellTiter-Glo, 72 h; measured here: cytotoxicity without doxorubicin
MRP resist rev with doxorubicin: also measured in MRP resist rev; calls as there; viability, %; measured here: viability with 2 uM doxorubicin; active compounds read low
IL1B NFkB inh cell count 2 µM: also measured in IL1B NFkB inh; calls as there; cell count; measured here: cells passing quality filter;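 raw number of nuclei counted in each imaged well without normalization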
IL1B NFkB pot cell count 2 µM: also measured in IL1B NFkB pot; calls as there; cell count; measured here: cells passing quality filter
Starred values were filed as active, the others as inactive; x = no result given. This is a subset; count on the stated rates, not on these rows.

SMILES	MRP resist rev	MRP resist rev cytotoxicity	MRP resist rev with doxorubicin	PLAP inhibition	Bcl-B TR3 displacers	IL1B NFkB pot	IL1B NFkB pot cell count 2 µM	IL1B NFkB inh	IL1B NFkB inh cell count 2 µM
COC(=O)c1ccccc1NC(=O)CSc1nnc(C(CO)NC(=O)c2ccccc2Cl)n1C (stereo not given)	8	90	82	4%	-4%	-11	162	11	162
FC(F)(F)c1ccc(CSc2nccn2-c2ccccc2)cc1	x	x	x	22%	-6%	0	153	0	153
O=C(CSc1ncccn1)N1CCN(Cc2ccccc2)CC1	10	93	83	x	x	1	155	-1	155
Clc1ccc(CON/C=N/c2ncnc3sccc23)c(Cl)c1	x	x	x	-1%	7%	3	128	-3	128
CCc1cc(=O)oc2cc3oc(C)c(C)c3cc12	15	89	74	6%	8%	32	126	-32	126
Cc1ccc(Cn2c(=O)sc3ccccc3c2=O)cc1	x	x	x	19%	-4%	-4	160	4	160
C=CCSc1nnc2n(-c3ccccc3OC)c(=O)c3c4c(sc3n12)CCC4	x	x	x	-78%	8%	x	x	x	x
c1ccc(-c2csc3nnc(SCc4ccc5c(c4)OCO5)n23)cc1	x	x	x	-11%	-1%	-1	64	1	64
CCOc1ccc2nc(NC(=O)C(NS(=O)(=O)c3cccc4nsnc34)C(C)C)sc2c1 (stereo not given)	-2	90	92	-137%	-11%	-1	52	1	52
CCOc1ccc(Nc2nc(Cc3nnc(SCC(=O)NC4CCCCC4)n3C)cs2)cc1	x	x	x	-80%	24%	-3	167	3	167
Cc1ccc(Cl)cc1N1CCN(Cc2nnnn2Cc2ccco2)CC1	-3	80	83	-59%	-3%	4	115	-4	115
O=C(COc1ccccc1)Nc1cccc(-c2nc3cc4ccccc4cc3[nH]2)c1	x	x	x	10%	3%	-5	90	5	90
CCN(CC)c1ccc(-c2nc3cnccc3n2C)cc1	4	69	65	-40%	20%	x	x	x	x
CCN(CC)CC(=O)NN=C(c1ccccc1)c1ccccc1	x	x	x	-40%	-8%	-13	116	13	116
CC(CN1CCNCC1)(NS(=O)(=O)c1ccccc1)c1ccccc1 (stereo not given)	13	86	73	-38%	-12%	5	103	-5	103
CCOC(=O)c1ccc(COC(=O)c2ccc3c(c2)-c2ccccc2C3=O)cc1	x	x	x	5%	23%	4	75	-4	75
COc1cccc(-c2nc(Cc3ccc(OC)c(OC)c3)no2)c1	3	92	89	-50%	-1%	5	102	-5	102
CCNc1nc(NCC)nc(N/N=C/c2ccc([N+](=O)[O-])o2)n1	x	x	x	-10%	5%	-4	161	4	161
O=C1OC(c2ccccc2)/C(=C(/O)c2ccc(Cl)cc2)C1=O (stereo not given)	5	92	87	-24%	7%	-38	51	38*	51*
O=C(CCc1nc(-c2ccccc2)c(-c2ccccc2)o1)OCc1ccc(Cl)cc1	-1	87	88	15%	-5%	-14	168	14	168
CC(C)Sc1nc(N2CCOCC2)c2c(c1C#N)CC(C)(C)N(C)C2	3	84	81	-100%	-24%	-8	124	8	124
COc1ccc(CNS(=O)(=O)c2cc(OCC(N)=O)c(C)cc2Cl)cc1	4	86	82	8%	-11%	x	x	x	x
COc1ccc(CC(=O)c2c(O)cc(O)cc2O)cc1OC	2	88	85	-77%	-1%	2	169	-2	169
CC1CCN(C(=O)COC(=O)c2ccc(Br)o2)CC1	5	96	91	-3%	14%	11	183	-11	183
CNC(=O)c1ccc(N(Cc2ccccc2)S(C)(=O)=O)cc1	-13	66	79	-12%	-7%	-11	115	11	115
CC(C)N(Cc1nnc(-c2ccccc2Cl)o1)C(=O)c1cccc(C#N)c1	-10	74	84	6%	-1%	-4	83	4	83
O=C(OC(C(=O)NCC1CCCO1)c1ccc(F)cc1)c1ccco1 (stereo not given)	-6	105	111	-5%	-2%	28	172	-28	172
COC(=O)CCN(C(=O)C12CC3CC(CC(C3)C1)C2)c1ccccn1	17	91	74	-89%	7%	-7	150	7	150
CCC(=O)N1CCN(c2ccc(Cl)cc2NC(=O)c2ccc(N3CCCC3)c([N+](=O)[O-])c2)CC1	x	x	x	-39%	4%	13	95	-12	95
O=C(NCCc1ccccc1)C1CCCN1C(=O)NCc1ccccc1 (stereo not given)	2	98	96	10%	-4%	-4	103	4	103
CCOC(=O)c1c(C)c(C(=O)NCCCOC(C)C)c(C)n1C	1	92	91	-15%	0%	x	x	x	x
COc1ccc(Nc2oc(COc3ccc(C)cc3)nc2C#N)cc1	10	94	84	x	x	1	160	-1	160
COc1ccccc1CN(CC(=O)NCc1ccco1)C(=O)CNS(=O)(=O)c1ccccc1	x	x	x	-51%	-3%	x	x	x	x
COc1ccc(CNc2nc(-c3cccnc3)nn2C(=O)c2ccco2)cc1	10	98	88	-14%	-2%	-4	173	4	173
Cc1ccc(/C=C(/C#N)c2nc(CCN3C(=O)c4ccccc4C3=O)cs2)cc1	x	x	x	-13%	-10%	5	205	-5	205
CC(=O)N1CCCc2cc(S(=O)(=O)NCc3ccc(C)cc3)ccc21	x	x	x	-31%	-4%	x	x	x	x
CCOC(=O)c1c(NC(C)=O)sc2c1CCC(C=NCCCN(CC)CC)=C2Sc1ccccc1	-1	1	2	x	x	0	97	0	97
Cn1c(=O)c2c(nc(NCc3cccnc3)n2Cc2ccc(Cl)cc2)n(C)c1=O	6	97	91	-7%	13%	13	184	-13	184
COCCCNC(=O)CCc1nc(-c2ccccc2Cl)no1	5	100	96	-26%	-5%	-4	130	4	130
CC(C)c1ccccc1NC(=S)NN(Cc1ccccc1)c1ccccc1	5	74	69	3%	-10%	-15	134	15	134

For reference, some entries already given:
SMILES	MRP resist rev	MRP resist rev cytotoxicity	MRP resist rev with doxorubicin	PLAP inhibition	Bcl-B TR3 displacers	IL1B NFkB pot	IL1B NFkB pot cell count 2 µM	IL1B NFkB inh	IL1B NFkB inh cell count 2 µM
CC(C)N(Cc1nnc(-c2ccccc2Cl)o1)C(=O)c1cccc(C#N)c1	-10	74	84	6%	-1%	-4	83	4	83
O=C(OC(C(=O)NCC1CCCO1)c1ccc(F)cc1)c1ccco1 (stereo not given)	-6	105	111	-5%	-2%	28	172	-28	172
COC(=O)CCN(C(=O)C12CC3CC(CC(C3)C1)C2)c1ccccn1	17	91	74	-89%	7%	-7	150	7	150
CCC(=O)N1CCN(c2ccc(Cl)cc2NC(=O)c2ccc(N3CCCC3)c([N+](=O)[O-])c2)CC1	x	x	x	-39%	4%	13	95	-12	95
O=C(NCCc1ccccc1)C1CCCN1C(=O)NCc1ccccc1 (stereo not given)	2	98	96	10%	-4%	-4	103	4	103
CCOC(=O)c1c(C)c(C(=O)NCCCOC(C)C)c(C)n1C	1	92	91	-15%	0%	x	x	x	x
COc1ccc(Nc2oc(COc3ccc(C)cc3)nc2C#N)cc1	10	94	84	x	x	1	160	-1	160
COc1ccccc1CN(CC(=O)NCc1ccco1)C(=O)CNS(=O)(=O)c1ccccc1	x	x	x	-51%	-3%	x	x	x	x
COc1ccc(CNc2nc(-c3cccnc3)nn2C(=O)c2ccco2)cc1	10	98	88	-14%	-2%	-4	173	4	173
Cc1ccc(/C=C(/C#N)c2nc(CCN3C(=O)c4ccccc4C3=O)cs2)cc1	x	x	x	-13%	-10%	5	205	-5	205
CC(=O)N1CCCc2cc(S(=O)(=O)NCc3ccc(C)cc3)ccc21	x	x	x	-31%	-4%	x	x	x	x

Continued:
SMILES	MRP resist rev	MRP resist rev cytotoxicity	MRP resist rev with doxorubicin	PLAP inhibition	Bcl-B TR3 displacers	IL1B NFkB pot	IL1B NFkB pot cell count 2 µM	IL1B NFkB inh	IL1B NFkB inh cell count 2 µM
CC1(C)N(O)CC(c2cccs2)=[N+]1[O-]	-6	103	109	15%	-5%	x	x	x	x
CN(Cc1ccccc1)c1oc(-c2ccco2)nc1C#N	5	90	86	12%	4%	-10	159	10	159
c1ccc(-n2ncc3c(NCc4ccco4)ncnc32)cc1	-28	28	56	10%	-2%	-6	169	6	169
COc1ccc(NC(=O)N2CCN(c3nc(-c4cccc(OC)c4)cs3)CC2)cc1	3	80	77	x	x	-6	163	6	163
CC(NC(=O)Nc1ccc(Cl)cc1)C(c1cccs1)N1CCOCC1 (stereo not given)	11	91	80	-41%	1%	-1	171	1	171
Cc1nc2c(c(=O)n1CCC(C)C)c1nc3ccccc3nc1n2Cc1ccc2c(c1)OCO2	-11	68	80	-33%	-3%	x	x	x	x
COc1ccc(CCNc2oc(-c3ccccc3OC)nc2C#N)cc1OC	2	75	73	-59%	-3%	x	x	x	x
Cc1cc(C(=O)NCc2cc(C)n(C)n2)sc1-c1ccccc1	20	95	76	-45%	-4%	-3	115	3	115
CCc1cc2cc(C(=O)Nc3ccccc3F)sc2s1	-2	106	108	-24%	0%	37	189	-37	189
CC(=O)Nc1cccc(-c2nnc(-c3ccccc3)o2)c1	-6	86	92	18%	-6%	-3	108	3	108
CCCC(=O)Nc1cccc(-c2cn3ccsc3n2)c1	x	x	x	0%	-19%	17	207	-17	207
COc1ccc(N2C(=O)CCC(C(=O)c3ccccc3)=C2C)cc1	-6	98	104	6%	-4%	x	x	x	x
CC(C)(C)c1ccc(CS(=O)(=O)CC2(O)CCN(C(=O)c3cccc(C(F)(F)F)c3)CC2)cc1	x	x	x	16%	-4%	-6	187	6	187
O=C(COC(=O)CCC1CCCCC1)Nc1ccc(OC(F)F)cc1	x	x	x	6%	2%	4	187	-4	187
COc1ccccc1NC(=O)C(=O)N/N=C(\C)CC(=O)Nc1ccc(OCc2ccccc2)cc1	x	x	x	-28%	0%	-2	127	2	127
CC(C)N(CCCNC(=O)CC1Oc2ccccc2NC1=O)Cc1ccccc1 (stereo not given)	-3	90	93	-23%	5%	-14	210	14	210
CCn1cc(C(=O)NCc2ccc(Cl)cc2)c(=O)c2cc(S(=O)(=O)N3CCOCC3)ccc21	-2	30	32	-48%	1%	x	x	x	x
COc1ccccc1NC(=O)CSc1nnc(-c2ccc(NC(C)=O)cc2)n1C	x	x	x	-10%	1%	24	79	-24	79
CCOc1cc(C2CC(=O)NC3=C2C(=O)C(C(=O)OC)C(C)C3)cc(Cl)c1O (stereo not given)	x	x	x	5%	0%	8	114	-8	114
CC(=O)Nc1ccc(OCC(O)Cn2cnc3ccccc32)cc1 (stereo not given)	-14	89	103	7%	5%	14	179	-14	179
O=C(CCNc1cccc(C(F)(F)F)c1)c1ccco1	-12	57	69	25%	2%	-9	59	9	59
CCC(CC)C(=O)Nc1cccc(-c2nc3ccccc3o2)c1	6	80	75	7%	-10%	-4	193	4	193
CC(=O)N1CCC(N(C(=O)Nc2c(F)cccc2F)C(C)C)CC1	4	104	100	-7%	-3%	-4	165	4	165
O=C(Cn1nnc(-c2cccs2)n1)N1CCc2ccccc2C1	-10	83	92	20%	0%	18	145	-18	145
COc1ccc(C2=NOC(C(=O)NCc3cccs3)C2)cc1 (stereo not given)	-8	72	79	24%	15%	x	x	x	x
Cc1cc(Cl)ccc1OC(C)c1nnc(N)s1 (stereo not given)	4	93	89	15%	-8%	-1	102	1	102
Brc1ccc(CN2CCN(c3ccccn3)CC2)s1	12	103	91	-47%	3%	-24	148	24	148
CC(C)(C)C(=O)[C@H]1[C@H](c2ccccc2)[C@@]2(N=C(c3ccccc3)OC2=O)C2c3ccccc3C=NN21 (stereo not given in full)	10	85	74	-26%	-10%	9	141	-9	141
COc1ccc(C(=O)Nc2ccccc2NC(=O)c2ccco2)cc1OC	3	83	80	0%	0%	x	x	x	x
Cn1c2c(c(=O)n(C)c1=O)[C@@H]1c3c(ccc4ccccc34)OC[C@@H]1CO2	x	x	x	0%	3%	2	135	-2	135
COc1ccc(C(=O)/C(C)=N/O)cc1OC	-5	84	89	20%	3%	-21	138	21	138
